# GPT2 inhibitor = Primary qHTS assay for inhibitors of Glutamate pyruvate transaminase 2 (GPT2); Recombinant GPT2, coupled pyruvate oxidase/HRP Amplex Red fluorescence; 100,000 tested, 0.25% active; Potency, µM (top dose mostly 57.7 µM), inactives show at the highest dose activity change, negative = inhibition, usual class: inhibitors; note: potency is the fitted concentration of half-maximal effect; nearly all actives have a fitted effect of over 60% in size; many of its hits are not listed in these tables
# Target sequence (Q8TD30 whole entry, looked up): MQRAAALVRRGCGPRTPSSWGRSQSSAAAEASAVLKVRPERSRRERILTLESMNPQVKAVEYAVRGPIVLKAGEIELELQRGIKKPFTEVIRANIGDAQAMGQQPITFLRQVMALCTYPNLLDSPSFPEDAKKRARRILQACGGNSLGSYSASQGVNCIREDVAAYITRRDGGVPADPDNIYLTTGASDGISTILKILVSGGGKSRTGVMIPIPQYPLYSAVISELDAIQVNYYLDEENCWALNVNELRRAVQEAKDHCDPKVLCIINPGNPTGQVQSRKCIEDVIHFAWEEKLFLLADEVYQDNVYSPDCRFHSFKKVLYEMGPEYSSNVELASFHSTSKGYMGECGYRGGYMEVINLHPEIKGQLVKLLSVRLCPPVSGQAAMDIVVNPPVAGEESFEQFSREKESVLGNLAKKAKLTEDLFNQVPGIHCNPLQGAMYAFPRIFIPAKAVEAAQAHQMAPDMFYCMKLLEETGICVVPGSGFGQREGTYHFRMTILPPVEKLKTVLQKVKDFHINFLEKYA
#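 Recombinant GPT2 (10ng/uL) with 250uM a-KG and 2mM L-alanine, 30 min at room temperature, in HEPES pH 7.5 buffer. Pyruvate detected by pyruvate oxidase/HRP/Amplex Red fluorescence after 30 min in the dark; AOA (50uM) as positive control.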
# IP6K1 inhibitor = Primary qHTS assay for small molecule inhibitors of Inositol hexaphosphate kinase 1 (IP6K1). IP6K1 kinase, ADP-Glo luminescence, 2 h; active compounds read low. activity change, % (series mostly up to about 58 µM). 140,000 tested, 0.81% active. AID 1645851, 2021; in the data active = activity change below about -25%
# Target sequence (Q92551 whole entry, looked up): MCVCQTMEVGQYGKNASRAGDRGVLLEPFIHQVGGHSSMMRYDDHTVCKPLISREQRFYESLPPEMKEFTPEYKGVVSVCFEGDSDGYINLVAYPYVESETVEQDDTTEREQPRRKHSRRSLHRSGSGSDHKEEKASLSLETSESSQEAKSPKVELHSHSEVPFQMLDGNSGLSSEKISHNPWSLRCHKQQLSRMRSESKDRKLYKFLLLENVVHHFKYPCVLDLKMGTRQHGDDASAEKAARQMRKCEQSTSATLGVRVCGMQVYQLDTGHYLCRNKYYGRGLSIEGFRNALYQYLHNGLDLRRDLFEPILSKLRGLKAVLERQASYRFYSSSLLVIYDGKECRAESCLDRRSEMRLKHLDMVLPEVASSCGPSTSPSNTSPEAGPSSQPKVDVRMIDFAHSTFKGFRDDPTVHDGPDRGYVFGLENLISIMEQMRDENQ
#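 ADP-Glo luminescence measures ADP made by human IP6K1 during a 2 h RT reaction with ATP/IP6 (mix at 1.3 mM/130 uM); top library doses 57.5 and 19.1 uM final.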
# Luciferase inh = Firefly luciferase inhibition profiling of diverse chemical library using quantitative high-throughput screening; AID 1347043, 2019; Potency, µM (titrated, usually from 115 µM), inactives show top-dose activity change, negative = inhibition, hits mostly inhibitors; Luciferin 4-monooxygenase (Photinus pyralis), P08659; 76,000 tested, 2.5% active; purified P. pyralis luciferase, luminescence, biochemical; note: potency is the fitted concentration of half-maximal effect; nearly all actives have a fitted effect of over 65% in size
#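 FLuc 10nM, D-luciferin 10uM, ATP 10uM, Mg acetate 10mM, Tris acetate pH 7.5, Tween/BSA; cpd qHTS; enzyme added last; CCD luminescence.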
# NIH3T3 tox = Cytotoxic Profiling in NIH 3T3 Cell Line of Diverse Libraries Using Quantitative High-Throughput Screening. NIH 3T3 viability, CellTiter-Glo ATP luminescence, 48-72 h. Potency, µM (top dose mostly 96.7 µM), for inactives: at the top dose activity change, negative = cytotoxicity, actives largely listed as inhibitors. 94,000 tested, 4.3% active. AID 1345082, 2018; note: potency is the fitted concentration of half-maximal effect; nearly all actives have a fitted effect of over 55% in size
#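 First NIH 3T3 cells are plated at 400 cells/well; next compound is pinned in; then plates incubate 48 or 72 hr at 37 °C; finally CellTiter-Glo is added and luminescence read after 10 min.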
# SNCA expr inhib = Primary qHTS assay for inhibitors of alpha-synuclein gene (SNCA) expression; HEK-293 SNCA-luciferase knock-in, luminescence, 24 h; Potency, µM (top dose mostly 57.2 µM), for the others: at the top dose activity change, negative = inhibition, actives largely listed as inhibitors; 140,000 tested, 0.17% active; AID 1671194, 2021;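 note: potency is the fitted concentration of half-maximal effect; plate controls were DMSO cells for no effect and cell-free wells for full effect; nearly all actives have a fitted effect of over 45% in size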
# HEK293 tox = Cytotoxic Profiling in HEK 293 Cell Line of Diverse Libraries Using Quantitative High-Throughput Screening; 94,000 tested, 6.6% active; HEK 293 viability, ATP luminescence (CellTiter-Glo), 48-72 h; Potency, µM (doses to about 115 µM), for the others: top-dose activity change, negative = cytotoxicity, actives largely listed as inhibitors; note: potency is the fitted concentration of half-maximal effect; nearly all actives have a fitted effect of over 60% in size
#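 Pintool-delivered compounds were incubated with HEK 293 cells (250 cells/well) at 37 degree Celsius for 48 or 72 hr. ATP-dependent luminescence (CellTiter-Glo) then reported remaining viable cells.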
# SNCA viab count = GF-AFC viability counterscreen for inhibitors of alpha-synuclein gene (SNCA) expression; HEK-293-SNCA-luc viability, GF-AFC fluorescence, 24 h; Potency, µM (top dose mostly 57.1 µM), without a hit: top-dose activity change, negative = cytotoxicity, most hits filed as cytotoxic; 150,000 tested, 0.12% active;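 note: potency is the fitted concentration of half-maximal effect; 0% = DMSO-treated cells and -100% = medium-only wells without cells; nearly all actives have a fitted effect of over 30% in size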
#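 HEK-293-SNCA-luc cells (1500/well) plated 24 h, then exposed 24 h to a dilution series; GF-AFC added 30 min at 37C, fluorescence 405/540 nm; normalised to medium-only and DMSO wells, Hill fit.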
# Starred values were filed as active, the others as inactive; i = inactive; u = inconclusive; x = not tested or not shown; & = joins results of further samples; [ ] = remark or other dose. Unless noted, calls come from the whole dose curve; as a rule, active = well fitted curve in the direction sought with a large enough effect; inconclusive = small, poorly fitted or top-dose-only effect, or another doubt; inactive = no such curve, though single readings can be large; an effect the other way counts as inactive or inconclusive. Unless noted, % is set by controls: 0 for no effect and ±100 for the full control effect.
SMILES,GPT2 inhibitor,IP6K1 inhibitor,Luciferase inh,NIH3T3 tox,SNCA expr inhib,HEK293 tox,SNCA viab count
O=C1CC(c2ccccc2)Cc2[nH]c(=O)c(-c3nc(-c4ccc(Cl)c(Cl)c4)cs3)cc21 (centres undefined),x,-4.6,x,x,-0.1%,x,2.1%
COc1ccc(-c2noc(CNC(=O)c3ccccc3Br)n2)cc1,x,-2.0,x,x,-11.1%,x,11.0%
c1ncnc(NCC2(N3CCOCC3)CCCCCC2)n1,i[11.5 µM],-3.0,0.2%,-19.4%,-12.1%,-7.5%,1.3%
O=C(O)CCCNC(=O)Cn1nc2c(cc1=O)CCCC2,i,18.5,-3.1%,i,12.7%,9.8%,3.0%
Cc1cccc(Cn2cc(/C=C(/C#N)C(=O)Nc3cccc(Cl)c3)c3ccccc32)c1,x,1.5,x,x,-10.6%,x,1.3%
COc1ccc(NC(=O)N[C@H]2CO[C@H]3[C@@H]2OC[C@@H]3n2cc(CC3CCCCC3)nn2)cc1,-5.3%,16.2,2.4%,-25.9%,0.0%,-10.1%,-3.4%
CC(C)CNC(=O)c1cc(-c2ccc(Cl)cc2Cl)c2nncn2n1,i,8.6,x,u,7.5%[87.6 µM],u,14.8%[12.5 µM]
Cc1ccc(NC(=O)CSc2ncc3c(n2)-c2ccccc2N(C)S3(=O)=O)c(Cl)c1,x,3.8,x,x,4.2%,x,-25.7%
COc1cc(Cl)c(S(=O)(=O)N2CCN(c3c(C)cccc3C)CC2)cc1Cl,x,21.4,x,x,-8.7%,x,16.2%
CCNC(=O)N[C@H]1[C@H](O)[C@H](O)C[C@@H]1c1cncnc1,i,-4.1,-9.2%[230 µM],-19.3%[230 µM],-15.3%[87.6 µM],2.5%[230 µM],11.8%[87.6 µM]
CCCSc1ncc(CN2CCCC(c3nnc(CN(C)C)n3C)C2)cn1 (centres undefined),2.7%,9.5,-3.8%,-18.8%,u,-1.7%,2.8%
CCN(Cc1ccccc1)C(=O)Cn1ccn2nc3c(c2c1=O)CCCC3,-5.8%,-2.9,14.0%,-13.1%,-23.4%,u,-12.6%
CC(C)OCC(=O)N1CCN(c2nc(-c3ccccc3)nc3c2CCC3)CC1,-3.8%,-5.3,-3.1%,u,u,u,-1.5%
COc1ccc(-n2nc3c(N4CCC(C(=O)N5CCC(C)CC5)CC4)nnc(C)c3c2C)cc1,x,10.5,x,x,-28.7%,x,-17.0%
Cc1nn(C)c2nc(NCCCN3CCNC(=O)C3)sc12,u,8.7,2.8%,i,10.4%,-2.3%,-13.0%
COc1ccc(CCNS(=O)(=O)c2ccc3c(c2)CC(C)N3C(=O)C2CCC2)cc1OC (centres undefined),x,-15.8,x,x,10.7%,x,8.5%
Cc1ccccc1-n1cc(CN(C)C(=O)CN2CC3(CCCC3)CC2=O)cn1,0.5%,34.8,2.7%,-13.2%,-13.0%,-13.7%,-12.7%
COc1ccc(C(=O)N2CCC(Cc3nncn3-c3ccccc3)C2)cc1F (centres undefined),1.4%,6.6,x,1.3%,-7.3%,i,u
O=C(CCC1CCN(S(=O)(=O)c2ccccc2)CC1)NCc1cccc(F)c1,3.7%,15.6,6.3%,u,2.2%,u,3.5%
CN1[C@H](C(=O)O)C[C@H](C(=O)NCCCO)[C@@H]1c1ccccc1F,-8.9%,6.0,-2.6%,-3.7%,-13.4%,-0.4%,5.6%
CCOc1ccccc1NC(=O)Cn1cnc2onc(-c3ccc(F)cc3)c2c1=O,x,8.2,x,x,26.6%,x,1.6%
Cc1cc(=O)[nH]c(NCCNC(=O)[C@H]2CCC[C@@H](O)C2)n1,-0.9%[11.5 µM],43.6,-0.1%,0.3%,u,3.9%,3.7%
CCc1ccc(CNC(=O)c2ccc(NC(=O)N3CCCCc4ccccc43)cc2)cc1,x,-9.4,x,x,12.4%,x,2.4%
N#Cc1cccc(CN2CCc3ncc(C(=O)NCCOc4ccccc4)n3CC2)c1,-7.6%[88.5 µM],-13.5,3.4%[172 µM],28.2µM*,u,28.2µM*,-26.9%[87.6 µM]
Cn1c(Cn2ccnc2)nnc1C1CCCN(C(=O)Cc2ccccc2F)C1 (centres undefined),-8.9%,0.5,7.0%,-0.1%,-25.4%,0.6%,1.8%
C=C(CO)C(=O)O[C@H]1C[C@@]23O[C@@H]2CC/C(=C/[C@H]2OC(=O)C(=C)[C@H]12)CO[C@H]3O,u,-4.5,x,x,x,x,8.5%
Cc1ccc(C(=O)N2CCn3c(nnc3-c3ccncc3)C2)cc1,i,2.1,x,3.4%,u,0.0%,-3.4%
Cc1nn(C(C)C(=O)Nc2ccccc2C(F)(F)F)c(=O)c2c1sc1ccccc12 (centres undefined),x,4.8,x,x,9.5%,x,11.7%
CNC(=O)Nc1ccc(C2(C(=O)N3CCN(c4ccc(Cl)cc4)CC3)CCC2)cc1,-5.7%,1.5,6.8%,u,-28.3%,u,-1.7%
Cc1nn(C)c(C)c1S(=O)(=O)N1CCC(c2ncc(C)n2C(C)C)C1 (centres undefined),4.6%,3.7,-8.1%,-12.5%,-15.1%,-5.7%,9.6%
COC(=O)N(C)C1CCc2ccccc21 (centres undefined),i,-1.9,-4.8%[230 µM],-8.1%[174 µM],4.8%[87.6 µM],-11.6%[230 µM],6.8%[87.6 µM]
CN(CCc1ccccn1)C(=O)C1CCCN(S(=O)(=O)c2ccccc2)CCC(=O)NCC1 (centres undefined),-6.9%,3.4,-11.5%,-7.0%,10.3%,4.8%,-8.6%
CCCNC(=O)Cn1c(=O)c2cccn2c2cccnc21,x,-5.6,x,x,-9.7%,x,4.2%
Cc1noc(C)c1S(=O)(=O)N(C)C1CCc2nn(CC3CC3)c(=O)n2CC1 (centres undefined),i,-0.4,-1.7%,-17.2%,21.2%,-6.4%,0.5%
CCOc1ccc(NC(=O)CSc2nccn2-c2cccc(C)c2C)cc1,x,15.2,x,x,-7.8%,x,-2.9%
Cc1cc2nc(-c3ccc(Br)cc3)cc(C(F)(F)F)n2n1,x,-13.0,x,x,-17.2%,x,-3.1%
CCCCNC(=O)NS(=O)(=O)c1ccc(C)cc1,1.3%&4.6%,-9.9,x,x,0.0%,x,4.7%
O=C1Nc2ccc(-c3ccc(Cl)cc3)cc2C(=O)N2CCN(C(=O)c3cccs3)C[C@H]12,0.7%,-8.0,5.4%,u,-21.9%,-26.7%,0.2%
CC(=O)N1CCC(N[C@@H]2CO[C@H](CNC(=O)c3cccs3)[C@H]2O)CC1,i,4.3,-2.3%[172 µM],2.3%[174 µM],5.1%[87.6 µM],i,-9.3%[87.6 µM]
CC(C)N1CC2(C1)C(=O)N(CCCN1CCCC1=O)C(=O)[C@@H]1C[C@@H](O)CN12,-0.2%[88.5 µM],-2.4,4.1%[172 µM],0.0%[174 µM],-3.0%[87.6 µM],1.5%[172 µM],-0.1%[87.6 µM]
CCOC(=O)c1c(C)n(-c2ccccc2)c2ccc(OC(=O)c3cccc(OC)c3OC)cc12,x,11.3,x,x,-26.9%,x,0.1%
CCn1nc(C)c(CCN(C)C(=O)Cn2nc3n(c2=O)CCC(N)CC3)c1C (centres undefined),i,-6.5,-17.5%,-7.6%,-24.2%,-4.4%,-6.4%
Cc1ccc(NC(=O)Cn2c(=O)c(-c3noc(C)n3)c3n(c2=O)CCCC3)c(Cl)c1,-14.3%,26.3,-3.6%,0.8%,7.3%,-0.3%,-1.0%
O=C(c1ccc2nnc(-c3cc(C(F)(F)F)cc(C(F)(F)F)c3)n2c1)N1CCOCC1,3.0%,1.1,x,-25.3%,-2.9%,-4.6%,-12.3%
CCCOc1ccc(C(=O)Nc2cccc(NC(=O)c3ccc(Cl)cc3Cl)c2)cc1,x,3.8,x,x,2.5%,x,-4.1%
O=C1CCSc2ccc(S(=O)(=O)Nc3cccc(C(F)(F)F)c3)cc2N1,x,-18.7,x,x,2.2%,x,5.7%
Cc1nn(-c2ccccc2)c2sc(C(=O)Nc3ccc(Cl)cc3Cl)cc12,x,-11.9,x,x,10.4%,x,2.0%
Cc1c(CC(=O)N2CCOCC2)c2c(n1Cc1ccccc1F)CCCC2=O,i,-1.2,2.6%,-26.5%,27.6%,0.5%,-2.1%

# Of the compounds above, these have two or more sulfur atoms.
SMILES,GPT2 inhibitor,IP6K1 inhibitor,Luciferase inh,NIH3T3 tox,SNCA expr inhib,HEK293 tox,SNCA viab count
Cc1ccc(NC(=O)CSc2ncc3c(n2)-c2ccccc2N(C)S3(=O)=O)c(Cl)c1,x,3.8,x,x,4.2%,x,-25.7%
O=C1CCSc2ccc(S(=O)(=O)Nc3cccc(C(F)(F)F)c3)cc2N1,x,-18.7,x,x,2.2%,x,5.7%

# Other entries follow.
SMILES,GPT2 inhibitor,IP6K1 inhibitor,Luciferase inh,NIH3T3 tox,SNCA expr inhib,HEK293 tox,SNCA viab count
Cc1ccc(C)c(OCC(=O)Nc2sc3c(c2C#N)CCCC3)c1C,x,2.3,x,x,-13.3%,x,-15.8%
CCn1nc(C)c(CNC(=O)C(c2ccc(F)cc2)N(C)C)c1C (centres undefined),0.5%,6.8,0.5%,i,-2.3%,i,3.8%
COCCCNC(=O)c1cc(C)nc2onc(C3CCCNC3)c12 (centres undefined),-2.3%,8.7,x,-19.9%,-3.4%,-20.2%,8.1%
O=[S+]1([O-])NCC2(CCCN(Cc3ccc(C(F)(F)F)cc3)C2)Nc2ccccc21 (centres undefined),u,29.8,-1.9%,u,-27.9%,31.6µM*,-0.1%
CCCCS(=O)(=O)c1oc(-c2cccs2)nc1S(=O)(=O)c1ccccc1,x,7.3,x,x,u,x,12.6µM*
COCCc1noc(CN(C)c2cc(C3CC(O)C3)nc(C)n2)n1 (centres undefined),-2.2%[11.5 µM],37.5,9.8%,-2.6%,3.5%,-0.2%,-3.5%
Cc1c(CNC2CCCCC2)c(C(=O)O)c(C)n1Cc1cccc(Cl)c1,x,-6.0,x,x,22.4%,x,3.0%
Cc1ccc2nc(N3CCN(c4cccc(C)c4C)CC3)c3nncn3c2c1,x,-3.2,x,x,-12.4%,x,-7.5%
COc1cccc(C(=O)N2CCCC(Cc3noc(-c4ccncc4)n3)C2)c1 (centres undefined),4.3%,9.7,3.3%,-2.2%,-18.1%,u,-10.5%
COc1cccc2c1Oc1ncccc1N(C(=O)Nc1ccc(F)c(Cl)c1)C2,x,-23.9,x,x,31.2%[activator],x,2.3%

# High-throughput results: PubChem, National Center for Advancing Translational Sciences (NCATS)
